Compound activity (PubChem)
Cardiac RTF inh – cardiac RTF calcium desensitization | actives 0.12% (n = 340,000) | P19429+P45379 | inhibition, % at 7.15 µM | IANBD-labeled cardiac RTF, Ca2+ fluorescence;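 active = inhibition above the mean inhibition of all tested compounds plus 3 SD, cut at about 17% in these data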;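 also: assay run at fixed EC70 calcium of 1.6 mM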
LANA DNA inh – KSHV C-LANA DNA binding inhibition. inhibition, % at 9 µM. actives 0.078% (n = 340,000). MBP-C-LANA/FAM-LBS DNA binding, fluorescence polarization;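 active = highest replicate inhibition at or above 60% at 9 µM, even if other replicates fall short; inactive = all replicates below 60% inhibition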;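 also: 0% = neutral control wells and 100% = 4 µM acridine orange control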
OPRM1-OPRD1 inv – mu-delta opioid heterodimer inverse agonism; cell-based MOR-DOR heterodimer luminescence; inhibition, % at 9.3 µM; actives 0.21% (n = 340,000); in the data active = inhibition above about 22%, passing the limit was not always enough;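 also: 0% = cells with DMSO and 100% = wells without cells with DMSO; values of inactives mirror those of a sister screen read the other way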
HTR5A ag ctr – counter-screen for OPRM1-OPRD1 agonists: human HTR5A agonism | actives 0.61% (n = 340,000) | HTR5A agonist assay, luminescence, cell-based | P47898 | activation, % at 9.3 µM; in the data active = activation mostly above about 9.5%, no sharp cut-off; inactive = mostly below about 7.6%;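 also: 0% = cells with vehicle only and 100% = reference agonist; strong numbers were not always called active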
Target sequence (P47898 whole entry, looked up): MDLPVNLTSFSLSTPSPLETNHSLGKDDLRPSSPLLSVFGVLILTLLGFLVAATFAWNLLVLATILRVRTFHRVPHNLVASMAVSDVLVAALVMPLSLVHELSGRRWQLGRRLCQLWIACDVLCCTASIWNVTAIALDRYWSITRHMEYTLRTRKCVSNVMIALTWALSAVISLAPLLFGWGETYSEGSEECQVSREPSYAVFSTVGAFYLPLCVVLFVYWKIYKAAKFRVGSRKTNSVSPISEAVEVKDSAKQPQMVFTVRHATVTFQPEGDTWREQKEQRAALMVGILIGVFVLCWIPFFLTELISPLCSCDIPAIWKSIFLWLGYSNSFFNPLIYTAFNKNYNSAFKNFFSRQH
V-ATPase pHluor – yeast V-ATPase proton transport regulation by pHLuorin; response, % at 10 µM; S. cerevisiae, pHLuorin cytosolic pH fluorescence; actives 0.37% (n = 350,000); AID 504577; in the data active = response mostly above about 7.3%, no sharp cut-off; inactive = mostly below about 5.4%; also: actives read high; inactives centre near 0; some compounds called inactive have numbers as strong as hits; reference of the scale not given here
OPRM1-OPRD1 ag – OPRM1-OPRD1 heterodimerization agonism; P35372+P41143; cells, luminescence; activation, % at 9.3 µM; actives 0.3% (n = 340,000); AID 504326; in the data active = activation above about 18%;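 also: 0% = vehicle-treated cells and 100% = reference agonist; values of inactives mirror those of a sister screen read the other way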
HTR5A inv ag – inverse agonist of human HTR5A in OPRM1-OPRD1 counter-screen | P47898 | HTR5A cell line, luminescence, inverse agonism | inhibition, % at 9.3 µM | actives 0.083% (n = 340,000); in the data active = inhibition mostly above about 23%, no sharp cut-off; inactive = mostly below about 18%;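 also: 0% = cells with DMSO and 100% = no-cell wells with DMSO; some compounds called inactive have numbers as strong as hits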
CAL PDZ FP – CAL PDZ (human) peptide binding inhibition | AID 602252 | inhibition, % at 24.9 µM | actives 0.92% (n = 300,000) | Q9HD26 | purified CAL PDZ, TMR-peptide fluorescence polarization, 1 h;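 active = mean inhibition of at least 30% with at least half of replicates also reaching 30%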;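 also: 0% = DMSO neutral control and 100% = excess unlabeled competitor peptide PRC23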
cardiac RTF act – cardiac RTF calcium sensitization | P19429+P45379 | IANBD-labeled TnC RTF fluorescence at EC20 calcium; 0% EC20 calcium, 100% full calcium | activation, % at 7.2 µM | actives 0.24% (n = 340,000) | AID 493008;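 active = activation above the mean over all tested compounds plus 3 SD, cut at about 30% in these data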;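 also: rise in fluorescence read as greater calcium sensitivity of cardiac thin filaments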
Keap1-Nrf2 PPI – inhibitors of human Keap1-Nrf2 protein-protein interaction; Q14145; Keap1 Kelch-Nrf2 peptide fluorescence polarization, 1536-well; inhibition, % at 9.4 µM; actives 0.15% (n = 340,000); AID 504523; in the data active = inhibition above about 12%;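 also: human Keap1 Kelch domain with fluorescein labeled Nrf2 9mer peptide probe; 0% = neutral control wells and 100% = peptide positive control; higher means more block of Keap1 binding to Nrf2 peptide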
Target sequence (Q14145 whole entry, looked up, the tested form may be a part): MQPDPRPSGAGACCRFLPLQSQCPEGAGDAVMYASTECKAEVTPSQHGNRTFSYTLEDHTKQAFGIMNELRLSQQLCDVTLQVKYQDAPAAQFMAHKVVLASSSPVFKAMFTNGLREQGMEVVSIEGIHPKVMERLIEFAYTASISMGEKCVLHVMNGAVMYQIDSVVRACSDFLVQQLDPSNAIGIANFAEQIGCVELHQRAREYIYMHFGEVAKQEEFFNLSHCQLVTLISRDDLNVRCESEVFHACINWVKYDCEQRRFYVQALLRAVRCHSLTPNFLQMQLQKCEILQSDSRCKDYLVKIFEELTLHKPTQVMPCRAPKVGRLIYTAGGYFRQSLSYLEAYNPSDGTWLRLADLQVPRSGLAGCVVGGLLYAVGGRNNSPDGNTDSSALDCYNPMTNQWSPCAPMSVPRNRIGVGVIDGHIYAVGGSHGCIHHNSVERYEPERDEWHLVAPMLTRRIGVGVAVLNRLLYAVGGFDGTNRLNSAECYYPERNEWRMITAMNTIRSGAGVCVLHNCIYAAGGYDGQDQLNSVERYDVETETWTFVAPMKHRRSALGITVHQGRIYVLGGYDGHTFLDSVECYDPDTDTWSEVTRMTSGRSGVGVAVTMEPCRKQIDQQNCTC
* hit, by the source's call; . = no result given.

Results follow in this order: Cardiac RTF inh | LANA DNA inh | OPRM1-OPRD1 inv | HTR5A ag ctr | V-ATPase pHluor | OPRM1-OPRD1 ag | HTR5A inv ag | CAL PDZ FP | cardiac RTF act | Keap1-Nrf2 PPI
> O=C(CC1C(=O)NCCN1C(=O)Nc1ccccc1)Nc1ccc2c(c1)OCO2 (stereo unspecified)
    -12 | -0.4 | 19 | -4 | -1 | -3.4 | -26 | 0 | 2 | -1
> O=C1OCCN1N1CCOC1=O
    -7 | 5.7 | 5 | 2 | -3 | -1.0 | -6 | 0 | 0 | 3
> COc1ccc2c(c1)[C@H]1[C@H](CO2)[C@H](c2ccccc2)[C@]2(C)C(=O)Nc3ccccc3C(=O)N12
    10 | -2.6 | 5 | -2 | 0 | -0.9 | -39 | 2 | -2 | -2
> CN(C)c1nc(NCc2ccccc2)nc(N/N=C/c2ccc3c(c2)OCO3)n1
    -1 | -0.6 | 17 | -5 | 2 | -3.2 | -10 | 2 | -5 | -2
> Cn1cccc1C(=S)N=P(C1CCCCC1)(N1CCOCC1)N1CCOCC1
    -29 | -0.3 | 1 | -3 | 0 | -0.1 | 7 | -4 | 13 | -4
> COC(=O)C1CCCCN1C(=O)CCc1nnc(CCc2c[nH]c3ccccc23)o1 (stereo unspecified)
    -2 | 1.3 | 3 | 1 | -1 | -0.3 | 15 | 2 | 1 | 3
> CCOc1cccc(C(=O)N/N=C/c2ccoc2)c1
    -2 | 1.6 | 18 | -3 | 0 | -3.4 | 2 | -6 | -3 | -7
> CC(=O)NCCOc1nc(N(C)C)nc(N2CCOCC2)n1
    -1 | 1.8 | 17 | 4 | -1 | -3.5 | -13 | -2 | 1 | -1
> O=C(C(c1ccccc1)c1ccccc1)N1CC[C@@]2(O)CCCC[C@H]2C1
    5 | -1.4 | 9 | 2 | 3 | -1.9 | -6 | 0 | -3 | 0
> CCOC(=O)CCc1nc2ccccc2[nH]c1=O
    -12 | -0.6 | 7 | 3 | -2 | -1.2 | 16 | 2 | -3 | -5
> COc1ccc(-c2cc(=O)oc3cc(OCC(=O)NCC(O)c4ccccc4)ccc23)cc1 (stereo unspecified)
    1 | -1.2 | 6 | 4 | 5 | -1.2 | 3 | 1 | 12 | -4
> CCCc1cc2c(cc1NC(=O)c1ccc(Br)cc1)OCO2
    -5 | 0.4 | -27 | -4 | 1 | 4.7 | -33 | -2 | 3 | -3
> CC1Cc2ccccc2N1C(=O)COC(=O)c1n[nH]c(=O)c2ccccc12 (stereo unspecified)
    -1 | 1.6 | 7 | 40* | -2 | -1.7 | -97 | -4 | -3 | -1
> COc1cccc(C(C(=O)NC2CCCCC2)N(Cc2ccco2)C(=O)c2ccccn2)c1 (stereo unspecified)
    0 | 2.8 | -15 | -1 | 7 | 1.8 | 4 | -5 | -3 | -5
> c1csc(-c2nn3c(C4COc5ccccc5O4)nnc3s2)c1 (stereo unspecified)
    -9 | -1.2 | 19 | 3 | 1 | -3.4 | -31 | -4 | 4 | -2
> COc1ccc(/C=C2/C(=O)N(CC3CCCO3)C(=S)N2C)c(OC)c1 (stereo unspecified)
    6 | -0.4 | -3 | 0 | -3 | 0.5 | -1 | 7 | 2 | 1
> COc1ccc(N2CCN(CCCNC(=O)Cn3c(=O)c4cccn4c4cccnc43)CC2)cc1
    -4 | 1.2 | 7 | 1 | -2 | -1.4 | -2 | -1 | 6 | 1
> O=C(NC1CCCC1)c1cccc(Oc2ccccc2)c1
    2 | 0.4 | -41 | 2 | -3 | 5.8 | -5 | -1 | -7 | -6
> CCC(C)(C(=O)NC1CCCC1)N(C(=O)CC1NC(=O)NC1=O)c1c(C)n(C)n(-c2ccccc2)c1=O (stereo unspecified)
    2 | -0.7 | 3 | 2 | -4 | -0.7 | -4 | . | 2 | -1
> C/C=C(/CCC1NCCc2c1[nH]c1ccccc21)[Si](C)(C)C (stereo unspecified)
    -26 | 0.7 | -30 | 14 | 1 | 6.9 | -52 | -6 | 1 | -2
> O=C(C1CCC(=O)N(C2CCCC2)C1)N1CCN(Cc2cccc(Cl)c2)CC1 (stereo unspecified)
    -1 | 0.2 | 12 | -3 | 0 | -2.1 | -6 | -1 | -4 | -3
> COc1ccc(CC(=O)N(C)C2CCCCC2)cc1S(=O)(=O)N1CCOCC1
    -1 | -0.6 | 11 | -5 | 4 | -2.5 | 12 | 6 | 4 | -5
> Cc1ccc(C(O)C(=O)c2ccco2)cc1 (stereo unspecified)
    7 | 1.3 | 15 | -3 | -3 | -2.8 | 13 | -5 | -1 | -3
> CC(=O)c1cccc(NC(=O)CC(C)n2ccnc2)c1 (stereo unspecified)
    0 | -0.6 | 23 | -2 | 4 | -4.8 | 8 | 0 | -4 | 0
> CCCCCCCCc1nc(=S)[nH][nH]1
    4 | -0.7 | 8 | -2 | 0 | -1.6 | 16 | -3 | 1 | -1
> Cc1c(/C(O)=C2\C(=O)C(=O)N(CCN(C)C)C2c2ccco2)cnn1-c1ccccc1 (stereo unspecified)
    -11 | -1.8 | -1 | 3 | 7 | 0.1 | -9 | 3 | 0 | -1
> O=C(NNC(=O)c1cccc(S(=O)(=O)N2CCc3ccccc32)c1)c1ccccc1
    0 | -0.8 | -15 | 4 | 2 | 3.4 | 10 | -1 | 5 | -1
> O=C(COC(=O)c1ccc2ccccc2c1O)NCC(F)(F)F
    -4 | -2.0 | -14 | -3 | 2 | 2.7 | -3 | -6 | 4 | -1
> Cc1cc(/C=C2/SC(=O)NC2=O)c(C)n1-c1ccc(N2CCOCC2)cc1
    0 | 0.1 | 8 | 1 | -4 | -1.5 | 9 | 3 | 9 | -3
> c1ccc(-c2cc(N3CCOCC3)nc3ccccc23)cc1
    -2 | -0.4 | 1 | -2 | 0 | -0.3 | -9 | . | 8 | -3

Laid out differently: results already given
COc1ccc(CC(=O)N(C)C2CCCCC2)cc1S(=O)(=O)N1CCOCC1
  Cardiac RTF inh: -1; LANA DNA inh: -0.6; OPRM1-OPRD1 inv: 11; HTR5A ag ctr: -5; V-ATPase pHluor: 4; OPRM1-OPRD1 ag: -2.5; HTR5A inv ag: 12; CAL PDZ FP: 6; cardiac RTF act: 4; Keap1-Nrf2 PPI: -5

COc1ccc(-c2cc(=O)oc3cc(OCC(=O)NCC(O)c4ccccc4)ccc23)cc1 (stereo unspecified)
  Cardiac RTF inh: 1; LANA DNA inh: -1.2; OPRM1-OPRD1 inv: 6; HTR5A ag ctr: 4; V-ATPase pHluor: 5; OPRM1-OPRD1 ag: -1.2; HTR5A inv ag: 3; CAL PDZ FP: 1; cardiac RTF act: 12; Keap1-Nrf2 PPI: -4

O=C(COC(=O)c1ccc2ccccc2c1O)NCC(F)(F)F
  Cardiac RTF inh: -4; LANA DNA inh: -2.0; OPRM1-OPRD1 inv: -14; HTR5A ag ctr: -3; V-ATPase pHluor: 2; OPRM1-OPRD1 ag: 2.7; HTR5A inv ag: -3; CAL PDZ FP: -6; cardiac RTF act: 4; Keap1-Nrf2 PPI: -1

CCOc1cccc(C(=O)N/N=C/c2ccoc2)c1
  Cardiac RTF inh: -2; LANA DNA inh: 1.6; OPRM1-OPRD1 inv: 18; HTR5A ag ctr: -3; V-ATPase pHluor: 0; OPRM1-OPRD1 ag: -3.4; HTR5A inv ag: 2; CAL PDZ FP: -6; cardiac RTF act: -3; Keap1-Nrf2 PPI: -7

(cont.)
Results follow in this order: Cardiac RTF inh | LANA DNA inh | OPRM1-OPRD1 inv | HTR5A ag ctr | V-ATPase pHluor | OPRM1-OPRD1 ag | HTR5A inv ag | CAL PDZ FP | cardiac RTF act | Keap1-Nrf2 PPI
> CC(=O)Oc1ccc([N+](=O)[O-])cc1N1C(=O)c2ccccc2C1=O
    10 | -0.3 | 2 | 1 | 0 | -0.4 | 24 | -3 | -8 | -4
> COc1ccc(N2C(=NC(=O)C3CC3)SC3CS(=O)(=O)CC32)cc1Cl (stereo unspecified)
    -10 | -1.2 | 14 | -1 | -1 | -2.8 | 4 | -2 | -1 | -4
> COc1cc2[nH]c(O)c(C=O)c2cc1OC
    -13 | -1.5 | -2 | -4 | 0 | 0.3 | 15 | -2 | 0 | -3
> C=CCOn1c(=O)c(-c2ccc(Br)cc2)[n+]([O-])c2ccccc21
    4 | -4.0 | 12 | -2 | -3 | -2.6 | 6 | 0 | -5 | 0
> CCOC(=O)CCC(=O)Nc1ncnc2c1C(c1ccccc1)c1c(ccc3ccccc13)O2 (stereo unspecified)
    -2 | 2.9 | 8 | -1 | 0 | -1.4 | 3 | 0 | 11 | -9
> CCCCC(=O)NC(c1ccccc1Cl)c1ccc2cccnc2c1O (stereo unspecified)
    0 | -0.1 | 9 | -7 | -2 | -1.8 | -15 | 58* | -1 | 2
> O=C(Oc1ccc2ccc(OC(=O)N3CCOCC3)cc2c1)N1CCOCC1
    3 | 3.4 | 11 | -2 | 7 | -2.2 | 6 | -3 | 5 | -4
> Cc1cc(C)n2nc(C(=O)OCC(=O)NNC(=O)c3ccccc3)nc2n1
    -3 | 0.5 | 12 | 3 | 0 | -3.0 | -1 | 21 | -2 | -5
> Cc1cccc(CCNC(=O)CC2C(=O)NCCN2Cc2ccc(F)c(F)c2)n1 (stereo unspecified)
    -3 | 3.8 | -10 | 1 | 3 | 2.0 | -2 | -1 | 15 | -4
> CCC(C)(C)NC(=O)C(c1ccc(C)cc1)N(Cc1ccco1)C(=O)CCC(=O)Nc1nccs1 (stereo unspecified)
    3 | 0.3 | 12 | 3 | 2 | -2.7 | -6 | . | -2 | -4
> O=C(c1ccccc1C(=O)N(c1ccccc1)c1ccccc1)N1CCCCC1
    4 | 1.0 | 4 | -1 | 1 | -0.8 | 6 | -2 | -3 | -6
> COc1cc(NC(=O)C2CCCN(S(=O)(=O)c3ccc4c(c3)CCCN4C(C)=O)C2)cc(OC)c1 (stereo unspecified)
    1 | -0.7 | -9 | 5 | 2 | 1.6 | -4 | -5 | -4 | -3
> Cc1[nH]c(=O)[nH]c(=O)c1S(=O)(=O)N(C)Cc1ccccc1
    -1 | -0.9 | 14 | -2 | 0 | -2.4 | -29 | -2 | -5 | 4
> Cc1ccc(CNC(=O)[C@@H](NC(=O)C2CCN(C(=O)[C@@H]3CCCN3)CC2)C(C)C)cc1
    -9 | 3.1 | 13 | 1 | 0 | -2.6 | 27 | 1 | 6 | -8
> COc1ccc(CCCc2nnc(SCc3nc4ccccc4c(=O)[nH]3)n2C)c(C)c1
    -3 | 2.1 | 15 | 0 | -5 | -2.9 | 20 | 2 | -1 | 3
> Fc1ccc(Cn2nnnc2CN2CCc3ccccc3C2)cc1
    -1 | 0.3 | 1 | 2 | -5 | -0.2 | -12 | . | 1 | -7
> O=C(O)CCCCCNc1nc(-c2ccccc2)nc2ccccc12
    -4 | 3.2 | 11 | 1 | 1 | -2.2 | -4 | -2 | 1 | -4

Fetched by structure from the entries so far (two):
Results follow in this order: Cardiac RTF inh | LANA DNA inh | OPRM1-OPRD1 inv | HTR5A ag ctr | V-ATPase pHluor | OPRM1-OPRD1 ag | HTR5A inv ag | CAL PDZ FP | cardiac RTF act | Keap1-Nrf2 PPI
> CCC(C)(C(=O)NC1CCCC1)N(C(=O)CC1NC(=O)NC1=O)c1c(C)n(C)n(-c2ccccc2)c1=O (stereo unspecified)
    2 | -0.7 | 3 | 2 | -4 | -0.7 | -4 | . | 2 | -1
> COc1cc2[nH]c(O)c(C=O)c2cc1OC
    -13 | -1.5 | -2 | -4 | 0 | 0.3 | 15 | -2 | 0 | -3
